L3MBTL1 block = blocks human L3MBTL1; AlphaScreen L3MBTL1–H3K9me1 peptide binding; Q9Y468; 230,000 tested, 0.66% active; Potency, µM (titrated, usually from 57.1 µM), without a hit: at the highest dose activity, negative = inhibition, usual class: inhibitors; also: potency is read from the fitted curve at half-maximal effect; % is scaled to controls: 0 for no effect and ±100 for the full control effect; nearly all actives have a fitted effect of over 60% in size
Target sequence (Q9Y468 whole entry, looked up): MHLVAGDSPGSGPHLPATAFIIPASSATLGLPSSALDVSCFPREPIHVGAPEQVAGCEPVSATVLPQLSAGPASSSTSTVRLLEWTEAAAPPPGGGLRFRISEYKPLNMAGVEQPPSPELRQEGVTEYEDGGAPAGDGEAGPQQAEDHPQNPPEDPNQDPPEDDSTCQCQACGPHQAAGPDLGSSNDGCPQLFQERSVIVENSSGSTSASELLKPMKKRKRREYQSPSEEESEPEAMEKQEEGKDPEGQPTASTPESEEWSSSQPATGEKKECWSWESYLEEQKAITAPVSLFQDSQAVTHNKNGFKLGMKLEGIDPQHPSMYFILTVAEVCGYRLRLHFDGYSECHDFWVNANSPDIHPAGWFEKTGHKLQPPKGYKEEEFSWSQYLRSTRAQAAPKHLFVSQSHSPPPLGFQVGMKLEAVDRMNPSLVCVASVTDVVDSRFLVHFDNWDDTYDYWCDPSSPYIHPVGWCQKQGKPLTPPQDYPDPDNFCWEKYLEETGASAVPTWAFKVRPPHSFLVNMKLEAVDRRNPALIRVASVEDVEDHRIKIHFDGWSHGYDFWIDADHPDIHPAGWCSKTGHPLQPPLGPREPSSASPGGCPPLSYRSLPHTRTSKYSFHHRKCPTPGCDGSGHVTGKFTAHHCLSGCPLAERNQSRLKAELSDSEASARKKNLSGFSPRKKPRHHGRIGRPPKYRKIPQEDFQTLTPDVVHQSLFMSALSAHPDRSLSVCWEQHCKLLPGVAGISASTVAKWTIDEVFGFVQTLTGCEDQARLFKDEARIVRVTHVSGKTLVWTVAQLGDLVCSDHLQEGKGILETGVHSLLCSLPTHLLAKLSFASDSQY
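AlphaScreen proximity signal between nickel-chelate acceptor and streptavidin donor beads (final 10 ug/mL) reports binding of 50 nM L3MBTL1 to 75 nM biotin-H3 K9me1 peptide; complex incubated with compounds 30 min at room temperature; cefsulodin titration as control.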
NPSR antagonist = neuropeptide S receptor (human) antagonism, cAMP; 220,000 tested, 1% active; AID 1461; CHO-NPSR cells, cAMP TR-FRET, antagonist mode; Potency, µM (series often up to 38.3 µM), inactives show top-dose activity change, negative = inhibition, actives largely listed as inhibitors; Q6W5P4; also: potency is read from the fitted curve at half-maximal effect; % is scaled to controls: 0 for no effect and ±100 for the full control effect; nearly all actives have a fitted effect of over 50% in size; many of its hits are not listed in these tables
HTT aggregate = inhibitors of mutant huntingtin aggregate formation in PC12 cells. PC12 HttQ103-GFP aggregates, Acumen cytometry, 40 h. Potency, µM (titrated, usually from 46.1 µM), for inactives: at the top dose activity change, negative = inhibition, most hits filed as inhibitors. 220,000 tested, 1.1% active; also: potency is read from the fitted curve at half-maximal effect; % is scaled to controls: 0 for no effect and ±100 for the full control effect; nearly all actives have a fitted effect of over 60% in size
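Aggregates are detected as GFP objects 1–25 µm with signal 6 STDEV over background in lysates of induced PC12 cells. These carry Huntingtin exon 1 with 103 glutamines fused to GFP under an ecdysone promoter; compounds titrated.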
IMPase Li inh = membrane-permeable IMPase blocker, potentiated with lithium. 210,000 tested, 0.35% active. CHO-M1 cells, IP1 TR-FRET (IP-One), carbachol + lithium. Potency, µM (titrated, usually from 59.4 µM), inactives show at the top dose activity, negative = IMPase inhibition, hits mostly inhibitors;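 also: IP1 builds up when IMPase is blocked and the TR-FRET signal falls; potency is read from the fitted curve at half-maximal effect; plate controls were basal vehicle for no effect and high inhibitor control for full effect; nearly all actives have a fitted effect of over 50% in size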
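CHO-M1, 2000 cells/well, 16–30 h culture; cpd + low Li+, 30 min 37C; lysis with d2-IP1/Eu-anti-IP1 Ab, 10 min RT; TR-FRET 665/620 ratio and 620 channel; AC50 via Hill.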
CBFb RUNX1 block = CBF-beta/RUNX1 interaction disruption; Q01196+Q13951; AlphaScreen CBFb-His/RUNX1-biotin binding, biochemical; Potency, µM (highest dose often 59.8 µM), for the others: at the top dose activity, negative = inhibition, actives largely listed as inhibitors; 230,000 tested, under 10 active; AID 1477; also: % of control where 0% means no effect
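Room-temperature protein-protein interaction test with 30 nM each of His-tagged CBF-beta and biotinylated RUNX1, 15 min with compound, then 90 min with nickel plus streptavidin beads. Signal read in AlphaScreen mode.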
Epigenetic reg = derepresses silenced GFP reporter in murine cells; murine LDR cells, GFP reporter derepression, 30 h; Potency, µM (highest dose often 53.9 µM), without a hit: top-dose GFP activation, actives largely listed as activators; 280,000 tested, 0.2% active; AID 1865; also: potency is read from the fitted curve at half-maximal effect; % of control where 0% means no effect; nearly all actives have a fitted effect of over 60% in size
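Murine LDR cells bearing a silenced CMV-driven GFP reporter were exposed to compound for 30 h at 37 C. After PBS washes, GFP-positive cells (20-120 um objects) counted by laser-scanning microplate cytometry.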
Luc counter = Kinase-Glo luciferase inhibition (counter-screen) | Kinase-Glo luciferase, ATP luminescence, 8 min | AID 1379 | Q27757 | 200,000 tested, 0.28% active | Potency, µM (series often up to 38.3 µM), for inactives: at the top dose activity change, negative = inhibition, hits mostly inhibitors; also: potency is read from the fitted curve at half-maximal effect; % is scaled to controls: 0 for no effect and ±100 for the full control effect; nearly all actives have a fitted effect of over 60% in size
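Substrate mix (final 50 mM imidazole pH 7.2, 50 mM KCl, 7 mM MgCl2, 10 uM ATP, 0.01% Tween 20, 0.05% BSA) plus pin-tool compound, then Kinase-Glo detection mix; 8 min ambient, luminescence read.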
Starred values were filed as active, the others as inactive; ? = inconclusive; . = not tested or not shown; & = joins results of further samples; [ ] = dose if it differs, or a comment. Calls follow the shape of the dose curve; as a rule, active = well fitted curve in the direction sought with a large enough effect; inconclusive = small, poorly fitted or top-dose-only effect, or another doubt; inactive = no such curve, though single readings can be large; an effect the other way counts as inactive or inconclusive. These rows are one share of the data; rates above refer to the full screens.

Values run as follows: L3MBTL1 block	NPSR antagonist	Luc counter	Epigenetic reg	IMPase Li inh	HTT aggregate	CBFb RUNX1 block
> O=C(OCC(=O)N1CCN(c2ccccc2)CC1)c1ccc[n+]([O-])c1
 : 27.9%[11.4 µM]	10.2%	2.1%	4.8%	-2.1%	23.2%	3.2%
> CC1=C(C(=O)Nc2ccccc2)C(c2ccncc2)C(C#N)=C(SCC(=O)NC(C)C)N1 (stereo unspecified)
 : 40.7%[activator]	-8.8%[46.1 µM]	10.0%	0.0%	32.3%[38.3 µM]	7.9%	8.1%
> Cc1cc(C)cc(NC(=O)Cn2c(=O)oc3cc(S(=O)(=O)N4CCC(C)CC4)ccc32)c1
 : .	-2.6%[46.1 µM]	-0.3%	?	3.8%[38.3 µM]	?	-5.4%
> COc1c[nH]n(C2CCCCC2)c(=O)c1=O
 : -3.1%	-2.3%[46.1 µM]	.	-5.7%	.	-11.8%	-2.7%
> CCCCNC(=O)C(C#N)c1nc2ccccc2nc1N1CCN(c2ccccc2F)CC1 (stereo unspecified)
 : -8.7%	-13.4%[46.1 µM]	-0.6%	2.1%	9.0%[38.3 µM]	32.9%	6.2%
> COc1ccc(C(=O)c2cc([N+](=O)[O-])ccc2N2CCCC2)cc1
 : -9.0%	-29.9%	1.6%	0.0%	20.3%	-2.6%	-13.9%
> O=C(O)C1=C(C(=O)N2CCN(C(=O)c3ccco3)CC2)CCCC1
 : -1.8%	27.4%[46.1 µM]	-6.1%	-0.2%	-17.6%[38.3 µM]	-4.8%	-0.8%
> CCOC(=O)c1sc(Nc2nc3cc4c(cc3s2)OCO4)cc1C
 : 4.5%	-23.2%[46.1 µM]	-0.4%	0.0%	7.1%	5.4%	2.1%
> Cc1cccc(CN2CCN(CC(=O)O)C2=O)c1
 : -8.2%	-3.3%[46.1 µM]	-2.1%	-3.4%	11.2µM*	4.5%	-24.2%
> Brc1ccc(-c2cn3ccccc3n2)s1
 : .	8.7%[46.1 µM]	?	0.8%	-3.1%[38.3 µM]	-3.3%	1.5%
> CN(C)CCNC(=O)C(=O)c1c(-c2ccccc2)cc2ccccn12
 : 4.3%	6.8%	-1.7%	-4.8%	2.0%	-6.6%	-20.6%
> COC(=O)c1[nH]c2ccc(F)cc2c1NS(=O)(=O)c1ccc(F)c(C)c1
 : 22.6%	-57.4%	3.7%	-0.3%	22.3%	33.8%	-15.2%
> CCCc1ccc(OCCNC(=O)C2CCCCC2)cc1
 : 11.6%	-30.7%	-0.7%	-0.2%	17.1%	10.6%	4.3%
> Clc1ccc2nc(N3CCCCC3)sc2c1
 : 22.6%	14.9%	-9.7%	0.0%	2.8%	18.8%	2.6%
> Cn1c(=O)c(C=Nc2ccccc2)c(O)c2ccccc21
 : 14.9%	8.6%	.	5.1%	.	2.1%[9.22 µM]	4.0%
> O=C(CCc1nnc(CCCCc2ccccc2)o1)NCCN1CCOC1=O
 : -27.5%	14.7%	-1.8%	2.2%	5.5%	3.6%[9.22 µM]	-1.5%
> O=C(Nc1ccc(Br)cn1)c1ccc([N+](=O)[O-])o1
 : .	3.2%	-6.4%	1.1%	-0.7%	?	-3.3%
> CCCC(=O)Nc1ccc(C)c(O)c1
 : .	-0.8%[46.1 µM]	1.3%	1.8%	17.7%[38.3 µM]	20.2%[9.22 µM]	-0.1%
> NNC(=O)COc1ccc(C(F)(F)F)cc1
 : 4.9%	8.3%	-0.4%	-1.3%	-0.8%	0.5%[9.22 µM]	-0.6%
> Cc1ccc(-c2nc(-c3ccccn3)sc2CC(=O)O)cc1
 : .	-16.8%	.	1.7%	.	-32.4%[9.22 µM]	31.4%
> O=C(Nc1ccccc1Cl)C1(c2ccccc2)CC1(Cl)Cl (stereo unspecified)
 : 32.3%[activator]	-35.1%	-0.7%	0.9%	6.4%	2.7%	20.2%
> Cc1cnc(NC(=O)CSc2ncn(-c3ccccc3)n2)s1
 : 13.1%	-8.3%[46.1 µM]	-4.8%	-1.0%	5.5%	15.9%	17.7%
> Cc1nc([N+](=O)[O-])c(Br)n1CC(=O)c1ccccc1
 : .	-8.1%[46.1 µM]	0.1%	-1.0%	45.1%[activator][38.3 µM]	?	2.8%
> O=C(Nc1nc2ccc3ccccc3c2s1)c1ccc(N2CCCCC2)c([N+](=O)[O-])c1
 : -0.4%	-0.6%	2.3%	0.0%	-4.9%	-13.2%	-4.5%
> O=C(NCc1ccco1)c1cnc2ccccn2c1=O
 : -1.4%	-3.4%[46.1 µM]	1.4%	0.0%	2.8%[38.3 µM]	9.4%	5.0%
> CCN1CCN(C(=O)c2cc3cc4cc(OC)ccc4nc3s2)CC1
 : .	-11.0%[46.1 µM]	-6.9%	-1.1%	45.8%[activator][38.3 µM]	2.1%	0.6%
> CC1=CC(=O)CC2C1(C)CCC(C)C2(C)CCC(C)CC(=O)O (stereo unspecified)
 : .	-7.8%	.	1.1%	.	-0.8%[9.22 µM]	6.9%
> CSc1nc2ccc(NC(=O)c3ccc(=O)n(C)n3)cc2s1
 : -3.4%	11.4%	-19.9%	1.1%	10.2%	7.3%	2.6%
> CCOC(=O)CNC(=O)c1ccc(OCC(F)(F)F)cc1
 : 4.3%	12.4%	?	-1.1%	4.4%	17.9%	-5.5%
> CC(C)CCN(C(=O)Nc1ccccc1)C(C)c1cccs1 (stereo unspecified)
 : .	?	-3.5%	1.2%&3.3%	30.0%[38.3 µM]	-0.8%	-5.9%
> CCOC(=O)N1CCC(=NNC(=O)c2cc3ccccc3cc2O)CC1
 : 9.8%	6.1%	-2.5%	-1.3%	-0.1%	?	-17.2%
> COc1ccc(Nc2nc(C)nc3sc4c(c23)CCC4)cc1O
 : -3.4%	-18.1%	0.3%	3.5%	9.0%	21.0%	-16.3%
> CC(C)(C)NS(=O)(=O)c1ccc(NC(=O)C(Sc2ccccc2)c2ccccc2)cc1 (stereo unspecified)
 : -5.3%	-29.9%[46.1 µM]	-8.5%	-0.7%	1.6%[38.3 µM]	?	-1.2%
> Cn1c(=O)c2cn(Cc3ccc(Cl)cc3)cc2n(C)c1=O
 : 2.8%[11.4 µM]	-2.0%[46.1 µM]	-0.5%	-2.1%	21.0%[38.3 µM]	-20.7%	2.3%
> COc1ccc(-n2c(CCc3ccccc3)nnc2SCC(=O)NCc2ccccc2)cc1
 : .	?	-0.6%	0.7%	38.8%[activator][38.3 µM]	-11.4%	1.0%
> COC(=O)c1ccccc1NC(=O)C1CC=CCC1C(=O)O (stereo unspecified)
 : -14.2%	-0.7%[46.1 µM]	0.2%	-11.1%	14.9%[38.3 µM]	-9.6%	-7.8%
> Cn1cnnc1SCC(=O)NN1C(=O)NC(C)(c2ccccc2)C1=O (stereo unspecified)
 : -0.7%	-29.6%	.	-1.3%	.	13.2%[9.22 µM]	6.7%
> COc1cc(C(=O)NC(=S)N2CCCCCC2)cc(OC)c1OC
 : 2.2%	13.2%	0.5%	-1.2%	1.3%	-4.4%	-4.9%
> NC(N)=N[C@@H](CCC(=O)O)C(=O)O
 : .	6.7%[46.1 µM]	-0.4%	-0.2%	-6.6%	.	3.7%
> COc1cccc(C(=O)Nc2ccccc2F)c1
 : -3.8%	0.5%	-27.2%	1.1%	6.8%	.	3.2%
> CC(C)=NOc1nc(N(C)C)nc(N2CCOCC2)n1
 : -5.8%	11.0%	.	7.2%	.	6.7%[9.22 µM]	1.5%
> O=C(CN1CCCc2ccccc21)NC(=O)NC1CCCCC1
 : ?	-11.5%	3.9%	7.9%	23.5%	-16.4%	-20.3%
> Nc1nnc(SCc2ccccc2Cl)s1
 : .	-18.4%[46.1 µM]	-3.6%	-0.7%	-9.8%[38.3 µM]	13.7%	0.6%
> Cc1cccc(OCC(=O)O/N=C(\N)Cc2ccc(Cl)cc2)c1
 : .	-5.8%[46.1 µM]	-1.1%	-0.7%	6.7%[38.3 µM]	-13.9%	?
> CN(C)/C=N/c1nc2nccc(-c3cccnc3)n2n1
 : -18.9%	1.0%	-1.6%	1.1%	?	6.9%	-1.4%
> Cc1nc(C(=O)Nc2ccccc2)sc1C1(C)CC(c2cccnc2)=NO1 (stereo unspecified)
 : .	-2.8%	.	3.7%	.	4.2%[9.22 µM]	15.5%
> CCOC(=O)N1CCN(C(=O)c2cccn3c(=O)c4cc(Br)ccc4nc23)CC1
 : .	-31.9%	-0.2%	-4.8%	-8.8%	-8.1%	4.3%
> CCOc1ccc(S(=O)(=O)Nc2ccccc2C(=O)N2CCCC2)cc1
 : -4.9%	-9.0%	0.8%	1.1%	3.3%	.	5.6%
> O=C(/C=C/c1ccco1)Nc1sc2c(c1C(=O)O)CCC2
 : ?	-13.3%[46.1 µM]	-9.5%	-1.3%	-6.1%[38.3 µM]	?	?
> Clc1ccccc1-c1nc2ccccc2[nH]1
 : -14.5%	-0.7%	.	-0.8%	.	-16.4%[9.22 µM]	-8.5%
> COc1ccc(/C=C/C(=O)N(c2ccccn2)C2CCCCC2)cc1OC
 : -3.2%	-28.2%	0.9%	-1.5%	9.8%	17.8%	9.7%
> CC(C)[C@H](NC(=O)c1ccccc1)C(=O)OCC(=O)N1CCCc2ccccc21
 : -0.1%	0.0%	-5.1%	0.0%	-8.4%	12.5%	-2.9%
> COC(=O)Cc1ccc(N(Cc2ccccc2F)S(=O)(=O)c2ccc(C)cc2)cc1
 : 19.6%	-45.8%	1.0%	0.2%	-7.7%	11.6%	-4.2%
> CCc1c(C)nc2ncnn2c1N1CCCC(C(=O)NCc2ccc3c(c2)OCO3)C1 (stereo unspecified)
 : -10.5%	-14.5%[46.1 µM]	-0.2%	-3.9%	0.9%[38.3 µM]	-9.1%	-4.6%
> CCOC(=O)CC(NC(=O)CCc1c(C)nc2nc(C)nn2c1C)c1ccc(C)cc1 (stereo unspecified)
 : .	6.3%	-0.9%	-4.2%	-4.4%	?	-5.2%
> CCOc1ccc(N(CC(=O)N/N=C/c2cccnc2)S(C)(=O)=O)cc1
 : .	14.5%	0.2%	2.6%	-4.5%	-15.1%	-0.2%
> Cc1cccnc1NC(=O)c1ccccc1NC(=O)C(C)(C)C
 : -6.8%	-15.7%[46.1 µM]	0.5%	1.6%	3.6%	7.1%	3.7%
> Cc1ccc(NC(=O)N2CCCC(c3nc(-c4ccc(F)cc4)no3)C2)cc1 (stereo unspecified)
 : .	-4.9%	.	0.0%	.	19.3%[9.22 µM]	12.5%

Bioassay records from PubChem.
